CXCR6 block – CXCR6 receptor inhibitors, primary screen, cell-based, beta-arrestin, luminescence, CHO-K1 PathHunter, 1536-well. C-X-C chemokine receptor type 6 (Homo sapiens), O00574. inhibition, % at 20 µM. hit rate 0.36% among 360,000. AID 602244, 2012; in the data active = inhibition above about 34%, passing the limit was not always enough;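 note: antagonist mode with CXCL16 agonist at 10 nM final; 0% = 10 nM CXCL16 with DMSO and 100% = unstimulated wells without agonist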
EBI2 block – EBI2 receptor antagonists, beta-arrestin recruitment, primary screen, cell-based, luminescence, 7a,25-OHC stimulation, uHTS; G-protein coupled receptor 183 (Homo sapiens), P32249; 7a,25-OHC stimulated; inhibition, % at 5 µM; hit rate 0.81% among 360,000; in the data active = inhibition above about 38%;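 note: enzyme fragment complementation signal reports receptor beta-arrestin coupling in cells; 0% = agonist plus DMSO wells and 100% = wells without agonist; some results beyond the cut were filed as inactive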
CCR6 antagonist – CCR6 receptor antagonists, primary screen, cell-based, CHO-K1, luminescence, beta-arrestin, uHTS; C-C chemokine receptor type 6 (Homo sapiens), P51684; CHO-K1 CCR6 PathHunter beta-arrestin, CCL20-stimulated; inhibition, % at 20 µM; hit rate 0.49% among 340,000; AID 493098, 2011;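 active = compounds whose inhibition of the agonist-driven luminescence signal at 20 µM reaches about 50%, limit read from the data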;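 note: cells stimulated with CCL20 at 14 nM final; plate controls were DMSO with CCL20 for no effect and DMSO without agonist for full effect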
APJ agonist – agonists of human apelin receptor APJ, primary screen, CHO-K1 cells, PathHunter beta-arrestin, luminescence; hit rate 0.11% among 330,000; 0% DMSO wells, 100% apelin; activation, % at 20 µM;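 active = activation more than six SD over the plate average, tested at 20 µM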;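 note: 0% = DMSO alone and 100% = apelin-13 at 10 nM; some results filed as inactive read as strong as hits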
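Incubation: overnight seeding, 90 min compound at 25 °C, 1 h detection; test system: PathHunter CHO-K1 APJ (AGTRL-1) beta-arrestin reporter cells; amount: 1000 cells/well; doses: one dose, 20 µM compound, 1% DMSO; measured by: beta-gal luminescence; measure: agonist-driven arrestin binding to APJ; benchmarks: negative DMSO alone, positive Apelin-13 at 10 nM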
CHOP UPR activ – activators of apoptotic CHOP UPR arm, primary screen, cell-based, CHO-CHOP luciferase reporter, luminescence, uHTS. UPR activation; percent of tunicamycin response over DMSO baseline. AID 449763, 2010. hit rate 0.34% among 330,000. activation, % at 10 µM;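 active = at 10 µM dose, activation of 40% or more, normalized to positive control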;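 note: 100% = tunicamycin at 10 µg/mL and 0% = DMSO alone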
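Evaluation: % reporter activation, DMSO baseline versus tunicamycin full activation; System: CHO-CHOP luciferase reporter cell line; Input: 500 cells/well; Incubation: 6 h compound treatment, 37 °C; Measured by: Steady-Glo luciferase luminescence; Dosing: one dose, 10 µM in 0.5% DMSO; Buffer or medium: F12 medium, 10% FBS; Benchmarks: positive tunicamycin 10 µg/mL, negative DMSO alone.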
UPR XBP1 act – activators of adaptive XBP1 UPR arm, primary screen, cell-based, CHO-XBP1 luciferase reporter, luminescence, uHTS; activation, % at 20 µM; hit rate 0.33% among 330,000; IRE1-XBP1 UPR activation; percent of tunicamycin response, DMSO as zero;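 active = versus positive control, 20 µM dose yields 30% or more activation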;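 note: 100% = tunicamycin at 10 µg/mL and 0% = DMSO only wells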
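Material: CHO-XBP1 cells stably carrying IRE1-XBP1-driven luciferase reporter | Medium: F12 with 10% serum | Compound dosing: 20 µM single concentration, DMSO 1% | Incubation: Overnight seeding at 37 °C, 6 h compound treatment at 37 °C | Detection: Steady-Glo luminescence read | Read-out basis: % activation of reporter signal versus tunicamycin and DMSO controls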
APJ antag – antagonists of human apelin receptor APJ, primary screen, CHO-K1 cells, beta-arrestin complementation, luminescence; inhibition, % at 20 µM; hit rate 0.32% among 330,000; AID 2521, 2010;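 active = inhibition above about 40% at 20 µM, limit read from the data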;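 note: cells challenged with 10 nM apelin-13 agonist together with compound; plate controls were apelin-13 plus DMSO wells for no effect and DMSO wells lacking apelin-13 for full effect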
Mdm2 MdmX PPI – inhibitors of human Mdm2-MdmX association, primary screen, cell-based, luminescence, split luciferase, SaOS-2, uHTS; SaOS-2 split-luciferase Mdm2/MdmX complementation; inhibition, % at 8 µM; Protein Mdm4 (Homo sapiens) + E3 ubiquitin-protein ligase Mdm2 (Homo sapiens), …; AID 485346, 2010; hit rate 3% among 330,000;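 active = inhibition of at least 50% at 8 µM in the primary screen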
Target sequence (O15151 whole entry, looked up): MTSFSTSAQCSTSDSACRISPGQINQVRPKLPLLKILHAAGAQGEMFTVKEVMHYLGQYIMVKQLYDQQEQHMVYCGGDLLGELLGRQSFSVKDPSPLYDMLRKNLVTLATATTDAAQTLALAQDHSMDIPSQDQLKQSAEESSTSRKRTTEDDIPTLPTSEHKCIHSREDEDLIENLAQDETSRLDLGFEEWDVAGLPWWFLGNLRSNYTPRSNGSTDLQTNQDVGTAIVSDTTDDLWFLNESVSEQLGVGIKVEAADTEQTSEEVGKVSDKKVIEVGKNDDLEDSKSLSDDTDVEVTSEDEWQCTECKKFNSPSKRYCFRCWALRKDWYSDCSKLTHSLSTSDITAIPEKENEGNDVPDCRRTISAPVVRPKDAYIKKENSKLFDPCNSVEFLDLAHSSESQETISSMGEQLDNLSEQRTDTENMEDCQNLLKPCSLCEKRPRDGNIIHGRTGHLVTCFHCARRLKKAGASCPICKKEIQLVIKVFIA
Target sequence (Q00987 whole entry, looked up): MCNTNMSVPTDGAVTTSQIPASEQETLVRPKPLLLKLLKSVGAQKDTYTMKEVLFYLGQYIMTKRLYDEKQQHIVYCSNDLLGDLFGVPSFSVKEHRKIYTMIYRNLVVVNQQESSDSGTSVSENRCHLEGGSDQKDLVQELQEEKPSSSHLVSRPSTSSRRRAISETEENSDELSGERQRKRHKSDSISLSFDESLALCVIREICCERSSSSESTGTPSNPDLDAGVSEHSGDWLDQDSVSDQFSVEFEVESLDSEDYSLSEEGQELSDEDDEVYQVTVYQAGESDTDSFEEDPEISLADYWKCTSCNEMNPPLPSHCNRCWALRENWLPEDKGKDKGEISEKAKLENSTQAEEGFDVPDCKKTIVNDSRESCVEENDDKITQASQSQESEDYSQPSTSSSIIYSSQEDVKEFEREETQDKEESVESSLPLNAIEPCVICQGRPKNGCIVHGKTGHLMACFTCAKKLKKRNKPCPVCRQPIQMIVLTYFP
tim23-1 inh – growth inhibitors of tim23-1 mutant yeast, primary screen, luminescence, uHTS. hit rate 1.3% among 330,000. inhibition, % at 20 µM. S. cerevisiae tim23-1 growth, BacTiter-Glo luminescence, 24 h;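 active = growth inhibition of the mutant yeast at or above 50%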;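 note: temperature-sensitive mutant grown at 25 °C; plate controls were DMSO-treated mutant yeast for no effect and medium wells lacking yeast for full effect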
* = called active by the depositor. Not all compounds are listed; count on the stated rates, not on these rows.

`O=C(CN(c1ccc(Cl)cc1)S(=O)(=O)c1ccccc1)N/N=C/c1ccco1` gave CXCR6 block -3, EBI2 block 0, CCR6 antagonist 18, APJ agonist -4, CHOP UPR activ 0.0, UPR XBP1 act -6, APJ antag 12, Mdm2 MdmX PPI -1 and tim23-1 inh 29.
Screening Oc1c(Br)cc(Br)cc1CNc1ccccn1 returned CXCR6 block -8, EBI2 block -11, CCR6 antagonist 0, APJ agonist -5, CHOP UPR activ 4.5, UPR XBP1 act -4, APJ antag -6, Mdm2 MdmX PPI 10 and tim23-1 inh 67*.
For O=C(C1=NN[C@@H]2C(=O)N(c3cccc(C(F)(F)F)c3)C(=O)[C@H]12)c1cnccn1 the results were CXCR6 block -2, EBI2 block -6, CCR6 antagonist -1, APJ agonist -5, CHOP UPR activ 1.5, UPR XBP1 act -1, APJ antag 22, Mdm2 MdmX PPI 15 and tim23-1 inh 14.
Screening O=C(NNC(=O)c1cccc(C(F)(F)F)c1)c1ccc(-n2cnnn2)cc1 returned CXCR6 block 2, EBI2 block -11, CCR6 antagonist 4, APJ agonist -5, CHOP UPR activ 1.3, UPR XBP1 act 6, APJ antag 7, Mdm2 MdmX PPI -11 and tim23-1 inh 7.
`CCn1cc(S(=O)(=O)c2ccc(C)cc2)c(=O)c2cc(F)c(N3CCN(C)CC3)cc21` gave CXCR6 block 0, EBI2 block -1, CCR6 antagonist -9, APJ agonist 8, CHOP UPR activ 3.4, UPR XBP1 act -1, APJ antag 28, Mdm2 MdmX PPI -6 and tim23-1 inh 9.
For Cc1c(NC(=O)CSc2ccc(Cl)cc2)c(=O)n(-c2ccccc2)n1C the results were CXCR6 block -8, EBI2 block 4, CCR6 antagonist 1, APJ agonist -2, CHOP UPR activ -1.0, UPR XBP1 act -2, APJ antag 18, Mdm2 MdmX PPI 24 and tim23-1 inh -5.
CC1CC(C)CN(C(=O)C2CCN(C(=O)Nc3ccccc3)CC2)C1 (configuration not stated) was read as CXCR6 block -7, EBI2 block -11, CCR6 antagonist -5, APJ agonist 7, CHOP UPR activ 0.7, UPR XBP1 act -2, APJ antag 15, Mdm2 MdmX PPI 29 and tim23-1 inh 1.
COc1ccc(CCNC(=O)c2ccccc2NC(=O)c2ccco2)cc1OC was read as CXCR6 block 1, EBI2 block 1, CCR6 antagonist 0, APJ agonist 1, CHOP UPR activ -0.1, UPR XBP1 act -4, APJ antag -5, Mdm2 MdmX PPI 21 and tim23-1 inh -3.
COc1ccc(NC2=CC(c3ccc(F)cc3)N(c3ccc(OC)cc3)C2=O)cc1 (configuration not stated) was read as CXCR6 block -2, EBI2 block 15, CCR6 antagonist 6, APJ agonist 2, CHOP UPR activ 3.8, UPR XBP1 act 1, APJ antag 9, Mdm2 MdmX PPI -5 and tim23-1 inh 13.
COc1ccc(F)cc1CN1CCN(c2ncnc3scc(-c4ccccc4)c23)CC1 was read as CXCR6 block -3, EBI2 block 19, CCR6 antagonist 8, APJ agonist -5, CHOP UPR activ 1.6, UPR XBP1 act -2, APJ antag 18, Mdm2 MdmX PPI 30 and tim23-1 inh 43.
`CCn1c2ccccc2c2nnc(SCC(=O)Nc3ncccn3)nc21` gave CXCR6 block 17, EBI2 block -6, CCR6 antagonist 25, APJ agonist -4, CHOP UPR activ -3.3, UPR XBP1 act 6, APJ antag 28, Mdm2 MdmX PPI 8 and tim23-1 inh 24.
Screening CCC(=O)Nn1cnc2c(c1=O)C1(CCCCC1)Cc1ccccc1-2 returned CXCR6 block -6, EBI2 block 7, CCR6 antagonist -1, APJ agonist -4, CHOP UPR activ -1.8, UPR XBP1 act -3, APJ antag 15, Mdm2 MdmX PPI 9 and tim23-1 inh 33.
For O=C(Nc1ccc(Cl)cc1)c1cc(Br)ccc1OCC(=O)N1CCOCC1 the results were CXCR6 block -4, EBI2 block 15, CCR6 antagonist -1, APJ agonist 11, CHOP UPR activ 0.6, UPR XBP1 act -2, APJ antag -1, Mdm2 MdmX PPI 25 and tim23-1 inh 31.
`S=c1[nH]ccn1-c1ccccc1Cl` gave CXCR6 block -3, EBI2 block 7, CCR6 antagonist -2, APJ agonist 0, CHOP UPR activ -0.5, UPR XBP1 act -2, APJ antag -19, Mdm2 MdmX PPI -17 and tim23-1 inh -16.
`Cc1cccc(OCCn2c(=O)oc3ccc(C)cc32)c1` gave CXCR6 block 13, EBI2 block 15, CCR6 antagonist 16, APJ agonist 0, CHOP UPR activ 3.0, UPR XBP1 act 2, APJ antag 4, Mdm2 MdmX PPI -67 and tim23-1 inh 6.
COc1cc(CC(=O)N2CCc3ccccc32)cc(OC)c1OC was read as CXCR6 block -1, EBI2 block -5, CCR6 antagonist 4, APJ agonist 6, CHOP UPR activ -1.1, UPR XBP1 act 0, APJ antag 7, Mdm2 MdmX PPI -2 and tim23-1 inh 15.
For Cc1cc(Cl)ccc1OC(C)C(=O)NCCCCc1ccccc1 (configuration not stated) the results were CXCR6 block 7, EBI2 block 9, CCR6 antagonist 9, APJ agonist -4, CHOP UPR activ -1.6, UPR XBP1 act -2, APJ antag -5, Mdm2 MdmX PPI -15 and tim23-1 inh 10.
For N=C1C(c2ccccc2)=C(O)C2CCc3ccccc3N12 (configuration not stated) the results were CXCR6 block 1, EBI2 block -4, CCR6 antagonist 0, APJ agonist 0, CHOP UPR activ 1.6, UPR XBP1 act -5, APJ antag 3, Mdm2 MdmX PPI 3 and tim23-1 inh 3.
For CCOc1ccc2nc(NC3=NC(C)(C)C=C(C)N3)nc(C)c2c1 the results were CXCR6 block -1, EBI2 block 4, CCR6 antagonist -3, APJ agonist -1, CHOP UPR activ -2.0, UPR XBP1 act 1, APJ antag -10, Mdm2 MdmX PPI 72* and tim23-1 inh 17.
Cc1ccc(-c2c(C#N)c(N)nc3c2CCCCC3)o1 was read as CXCR6 block 1, EBI2 block -2, CCR6 antagonist 12, APJ agonist -3, CHOP UPR activ -1.4, UPR XBP1 act 3, APJ antag 18, Mdm2 MdmX PPI 32 and tim23-1 inh 20.
For COc1ccc(-c2csc3ncnc(Cl)c23)cc1 the results were CXCR6 block 14, EBI2 block 3, CCR6 antagonist 17, APJ agonist -1, CHOP UPR activ -0.4, UPR XBP1 act 3, APJ antag 19, Mdm2 MdmX PPI 28 and tim23-1 inh 18.
CN(C(=O)CN1C(=O)S/C(=C\c2cccc(Cl)c2)C1=O)C1CCS(=O)(=O)C1 (configuration not stated) was read as CXCR6 block -5, EBI2 block -19, CCR6 antagonist 6, APJ agonist 14, CHOP UPR activ 2.4, UPR XBP1 act -4, APJ antag -2, Mdm2 MdmX PPI 5 and tim23-1 inh 17.
CCC(=O)Nc1nnc(-c2ccccn2)o1 was read as CXCR6 block 1, EBI2 block 2, CCR6 antagonist -6, APJ agonist -3, CHOP UPR activ 0.5, UPR XBP1 act -2, APJ antag 11, Mdm2 MdmX PPI 8 and tim23-1 inh 4.
`CC(C)c1ccc(N(C(=O)c2csnn2)C(C(=O)NC2CCCC2)c2ccncc2)cc1` (configuration not stated) gave CXCR6 block 4, EBI2 block 4, CCR6 antagonist 5, APJ agonist 0, CHOP UPR activ 2.9, UPR XBP1 act -1, APJ antag 1, Mdm2 MdmX PPI 26 and tim23-1 inh 22.
Cc1nc(NCCc2ccc(Cl)cc2)c2nnn(Cc3ccccc3)c2n1 was read as CXCR6 block 3, EBI2 block -3, CCR6 antagonist 8, APJ agonist 0, CHOP UPR activ 0.0, UPR XBP1 act -1, APJ antag 10, Mdm2 MdmX PPI 46 and tim23-1 inh 7.
For O=C(/C=C/c1ccccc1)NC(=S)NNC(=O)c1cccnc1 the results were CXCR6 block 9, EBI2 block 5, CCR6 antagonist 11, APJ agonist 1, CHOP UPR activ -1.0, UPR XBP1 act 1, APJ antag 19, Mdm2 MdmX PPI -4 and tim23-1 inh -8.
O=C(NCCc1ccccc1F)C1CCC(=O)N(Cc2ccc(Cl)cc2)C1 (configuration not stated) was read as CXCR6 block 5, EBI2 block 8, CCR6 antagonist 23, APJ agonist -3, CHOP UPR activ 0.0, UPR XBP1 act 0, APJ antag 1, Mdm2 MdmX PPI 13 and tim23-1 inh -8.
O=c1cc(-c2ccccc2)oc2cc(OCc3ccccc3)cc(O)c12 was read as CXCR6 block 2, EBI2 block 13, CCR6 antagonist -3, APJ agonist -3, CHOP UPR activ -0.6, UPR XBP1 act -2, APJ antag 6, Mdm2 MdmX PPI 4 and tim23-1 inh -7.
For COc1ccc(C(=O)/C=C/c2ccc(-c3ccccc3)cc2)cc1CSCC(=O)O the results were CXCR6 block -2, EBI2 block 6, APJ agonist -6, CHOP UPR activ 2.1, UPR XBP1 act -2, APJ antag 0, Mdm2 MdmX PPI 31 and tim23-1 inh 42.
For CN(Cc1ccccc1NCC(=O)Nc1ccccc1C#N)C1CCCCC1 the results were CXCR6 block 11, EBI2 block 9, CCR6 antagonist 15, APJ agonist -3, CHOP UPR activ -3.1, UPR XBP1 act -1, APJ antag 10, Mdm2 MdmX PPI -32 and tim23-1 inh 15.
`COc1ccc(S(=O)(=O)N2CCOCC2)cc1C(=O)NC1CCCCC1` gave CXCR6 block -10, EBI2 block 4, CCR6 antagonist 3, APJ agonist -3, CHOP UPR activ 2.5, UPR XBP1 act -3, APJ antag 8, Mdm2 MdmX PPI 24 and tim23-1 inh 12.
`Cn1cc(S(=O)(=O)N2CCCC2)cc1C(=O)O` gave CXCR6 block 2, EBI2 block -10, CCR6 antagonist 2, APJ agonist 0, CHOP UPR activ -0.8, UPR XBP1 act 0, APJ antag -2, Mdm2 MdmX PPI -16 and tim23-1 inh 1.
Screening CCc1cccc(C)c1NC(=O)CN1C(=O)NC(C)(CCC(C)C)C1=O (configuration not stated) returned CXCR6 block -9, EBI2 block -17, CCR6 antagonist 10, APJ agonist 4, CHOP UPR activ 0.9, UPR XBP1 act -5, APJ antag 4, Mdm2 MdmX PPI 5 and tim23-1 inh 9.
CCOC(=O)Nc1ccc(S(=O)(=O)Nc2cc(C)nc(C)n2)cc1 was read as CXCR6 block 5, EBI2 block -6, CCR6 antagonist -2, APJ agonist -2, CHOP UPR activ -2.0, UPR XBP1 act -1, APJ antag -10, Mdm2 MdmX PPI 5 and tim23-1 inh -3.
